EBI2 block = EBI2 (human) antagonism; P32249; EBI2 beta-arrestin recruitment, luminescence, 7a,25-OHC stimulated; inhibition, % at 5 µM; 360,000 tested, 0.81% active; AID 651636; in the data active = inhibition above about 38%;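 note: enzyme fragment complementation signal reports receptor beta-arrestin coupling in cells; 0% = agonist plus DMSO wells and 100% = wells without agonist; some results beyond the cut were filed as inactive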
NR3A LBD binder = modulators (binders) of human NR3A ligand-binding domain | 340,000 tested, 2.5% active | AID 1259313 | Tm shift relative to glycine control, % at 25 µM | NR3A LBD differential scanning fluorimetry, Tm shift; 0% = protein alone, 100% = glycine-bound protein;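 active = melting temperature shift of at least 10% of the positive control shift, at one fixed dose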
APOBEC3A inh = human APOBEC3A DNA deaminase inhibition; P31941; inhibition, % at 20 µM; 330,000 tested, 0.41% active; recombinant A3A, FAM/TAMRA ssDNA deamination fluorescence;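 active = at least 40% inhibition at 20 µM here, with at most 30% in a related deaminase screen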;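 note: plate controls were A3A with DMSO for no effect and wells lacking A3A enzyme for full effect; some results filed as inactive read as strong as hits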
Target sequence (P31941 whole entry, looked up): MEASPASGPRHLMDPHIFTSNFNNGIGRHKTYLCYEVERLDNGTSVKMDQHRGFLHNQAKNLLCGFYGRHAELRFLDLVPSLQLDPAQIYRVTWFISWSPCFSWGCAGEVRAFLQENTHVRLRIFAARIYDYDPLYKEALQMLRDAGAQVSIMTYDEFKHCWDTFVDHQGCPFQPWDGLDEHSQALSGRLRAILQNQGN
APOBEC3G inh = inhibitors of human APOBEC3G DNA deaminase | Q9HC16 | recombinant A3G, ssDNA deamination FAM/TAMRA fluorescence | inhibition, % at 20 µM | 330,000 tested, 0.28% active | AID 493012;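 active = inhibition of at least 40% at 20 µM, with no more than 30% in the related APOBEC3A deaminase screen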;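 note: plate controls were DMSO wells with A3G for no effect and wells lacking A3G enzyme for full effect; some compounds called inactive have numbers as strong as hits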
Target sequence (Q9HC16 whole entry, looked up): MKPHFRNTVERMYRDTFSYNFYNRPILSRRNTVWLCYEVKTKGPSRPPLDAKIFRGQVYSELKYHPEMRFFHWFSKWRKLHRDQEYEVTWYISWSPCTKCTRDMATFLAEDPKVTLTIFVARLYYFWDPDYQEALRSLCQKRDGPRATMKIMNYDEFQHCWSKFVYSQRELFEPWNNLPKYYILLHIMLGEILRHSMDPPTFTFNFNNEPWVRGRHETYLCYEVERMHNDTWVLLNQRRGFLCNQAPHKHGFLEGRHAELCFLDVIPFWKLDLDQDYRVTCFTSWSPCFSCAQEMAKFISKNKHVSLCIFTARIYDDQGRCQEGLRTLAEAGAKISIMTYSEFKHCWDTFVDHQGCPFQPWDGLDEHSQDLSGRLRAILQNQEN
CXCR6 inh = inhibitors of human CXCR6 receptor; O00574; CHO-K1 PathHunter CXCR6 beta-arrestin, luminescence; inhibition, % at 20 µM; 360,000 tested, 0.36% active; in the data active = inhibition above about 34%, passing the limit was not always enough;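 note: antagonist mode with CXCL16 agonist at 10 nM final; 0% = 10 nM CXCL16 with DMSO and 100% = unstimulated wells without agonist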
Target sequence (O00574 whole entry, looked up): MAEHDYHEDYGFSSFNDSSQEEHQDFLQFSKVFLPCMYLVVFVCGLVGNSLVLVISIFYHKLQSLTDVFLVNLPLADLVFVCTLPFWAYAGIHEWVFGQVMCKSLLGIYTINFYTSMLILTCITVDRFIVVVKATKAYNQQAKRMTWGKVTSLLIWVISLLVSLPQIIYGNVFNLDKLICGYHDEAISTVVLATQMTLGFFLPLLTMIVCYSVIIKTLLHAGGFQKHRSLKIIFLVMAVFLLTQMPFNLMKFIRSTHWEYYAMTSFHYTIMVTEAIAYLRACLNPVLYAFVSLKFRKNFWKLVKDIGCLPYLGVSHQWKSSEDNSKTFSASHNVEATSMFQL
CCR6 antagonist = blocks CCL20-driven beta-arrestin recruitment at human CCR6. inhibition, % at 20 µM. CHO-K1 CCR6 PathHunter beta-arrestin, luminescence, CCL20-stimulated. 340,000 tested, 0.49% active. P51684;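 active = compounds whose inhibition of the agonist-driven luminescence signal at 20 µM reaches about 50%, limit read from the data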;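 note: cells stimulated with CCL20 at 14 nM final; plate controls were DMSO with CCL20 for no effect and DMSO without agonist for full effect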
MPTP inh = inhibitors of mitochondrial permeability transition pore; isolated mouse mitochondria, Ca2+ swelling absorbance, 30 min; inhibition, % at 10 µM; 360,000 tested, 1.4% active; AID 602449;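 active = inhibition of 50% or more, scaled per plate between neutral and stimulator controls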;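 note: 0% = DMSO wells given calcium and 100% = 1 mM EGTA wells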
Gli-Sufu antag = Gli-Sufu pathway antagonism | inhibition, % at 5 µM | Sufu-KO-LIGHT fibroblasts, Gli luciferase reporter luminescence | AID 588413 | 340,000 tested, 0.74% active;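 active = inhibition above about 55%, limit read from the data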;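 note: 0% = DMSO-treated cells and 100% = wells with medium but no cells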
* marks the source's active call; other numbers are inactive results; . = not tested or not shown.

Values in the order: EBI2 block | NR3A LBD binder | APOBEC3A inh | APOBEC3G inh | CXCR6 inh | CCR6 antagonist | MPTP inh | Gli-Sufu antag
Cc1cc(O)ccc1N=Cc1c(C(F)(F)F)[nH][nH]c1=O
 : -13 | -1 | -2 | 28 | 3 | 2 | 2.2 | 3
CCOC(=O)NC(=O)C(=CNc1ccccc1OC)C(=O)NC(=O)OCC
 : 2 | -1 | -1 | -3 | -7 | -3 | 1.7 | 17
CCOc1ccccc1CN1CCNC(=O)C1CC(=O)NC1CCCCCCC1 (centres undefined)
 : 12 | -1 | 0 | -2 | 6 | 11 | 0.3 | 9
COC(=O)C1=C(C(=O)OC)[C@]2([C@@H]3CCCCN[C@@H](Cc4ccccc4)C(=O)N3Cc3ccccc3)C=C[C@H]1O2
 : 16 | -2 | . | . | 11 | 15 | -0.5 | 10
Cc1c(C(=O)O)oc2ccc(S(=O)(=O)N3CCC(C)CC3)cc12
 : 2 | 1 | 4 | 2 | -6 | 5 | -2.8 | 0
O=C(O)CC(NS(=O)(=O)c1ccc(Br)cc1)c1ccco1 (centres undefined)
 : -12 | 2 | 2 | -4 | 5 | -8 | -1.4 | 4
CCOc1ccc2nc(NC(=O)CSC3=NCCS3)sc2c1
 : 9 | 18* | -13 | -4 | -8 | -20 | -1.4 | 21
CCOC(=O)c1ccc2c(c1)N(CC)C(=O)c1ccccc1S2
 : -6 | -2 | 52* | 12 | 7 | 12 | -0.3 | 4
CCC(=O)Nc1nnc(S(=O)(=O)N(CC)c2ccc(Cl)cc2)s1
 : 1 | -27 | -3 | -6 | -2 | 7 | 0.9 | 0
CCCCc1ccc(N/C(N)=N/c2nc(C)cc(C)n2)cc1
 : -18 | -4 | 3 | -1 | 3 | -2 | 87* | 50
O=C(Nc1ccc2oc(-c3cccc(F)c3)nc2c1)c1ccccc1F
 : 3 | 1 | -1 | 0 | 2 | 1 | 2.0 | -96
CC(C)c1nc2sc3c(NCc4ccccc4)ncnc3c2c2c1COC(C)(C)C2
 : 0 | 2 | -1 | 0 | 7 | -6 | -4.9 | 12
O=C(NCc1ccccc1)c1cccc(NC(=O)c2ccccc2)c1
 : -8 | -3 | . | . | -2 | 1 | -0.2 | 2
COC(=O)C(CC(=O)Nc1cc(C)ccc1C)Nc1ccccc1OC (centres undefined)
 : -8 | -3 | 2 | 5 | -7 | 3 | 1.3 | -22
O=C(O)Cc1ccc(N=Nc2c(O)c(C(=O)O)cc3ccccc23)cc1
 : -12 | 1 | 14 | 12 | 13 | 30 | 12 | -15
CCOC(=O)C(NCCOC)(NC(C)=O)C(F)(F)F (centres undefined)
 : -5 | -2 | -1 | -3 | -1 | 12 | 0.5 | 6
Cc1cc(-c2ccc(C)c(S(=O)(=O)N3CCN(C(=O)c4ccco4)CC3)c2)on1
 : 3 | 0 | -6 | -5 | -3 | 9 | -2.2 | -1
COC(=O)C1CCN(C(=O)Nc2ccccc2)CC1
 : -7 | -3 | -1 | -3 | -3 | 13 | 0.7 | -3
Cc1ccc(NC(=O)c2cc(-c3cccc(O)c3)on2)cc1C
 : 16 | 4 | 1 | 6 | 7 | 15 | 105* | -36
O=C(c1ccco1)N1CCC(c2nc3c(nnn3Cc3ccccc3Cl)c(=O)[nH]2)CC1
 : -1 | -1 | -1 | -8 | 1 | 5 | 1.4 | 6
CCOc1ccc(C(=O)Nc2cc(OC)ccc2OC)cc1
 : 2 | 0 | -5 | -3 | -5 | 12 | 0.7 | -27
CC(C)NC(=O)CC1(C(=O)NCc2ccc(Cl)cc2)CCCC1
 : -5 | 1 | -6 | -6 | -1 | -5 | -0.5 | 2
CCn1c(SCC(=O)N(C)Cc2ccc(OC)c(F)c2)nc2cc(S(N)(=O)=O)ccc21
 : -2 | -2 | 0 | -4 | 2 | -1 | -0.9 | 18
O=C(Nc1ccnc(-c2ccncc2)n1)C1CC1
 : -8 | -1 | -6 | -10 | -1 | 6 | -0.2 | -2
CC(C)(C)n1nc2c(c1NC(=O)c1ccccc1)CS(=O)(=O)C2
 : -6 | 1 | 1 | -3 | -4 | 13 | -0.3 | -1
Cc1onc(-c2ccccc2)c1C(=O)N1CCOC12CCN(c1cccc(F)n1)CC2
 : -8 | 1 | -1 | -2 | 6 | 20 | -1.4 | 11
O=C(/C=C/c1ccccc1)Nc1cccc(C(=O)O)c1
 : -12 | 1 | 1 | -9 | -7 | 18 | 0.2 | -80
CCCNC(=O)C(=O)NCC1CCCN1CC (centres undefined)
 : -9 | -1 | -2 | -2 | 0 | -3 | -1.3 | 3
CC(/C=C/c1ccccc1)=N\NC(=O)Cn1nc(C)cc1C
 : -16 | -3 | 1 | -1 | -5 | -4 | -8.9 | -5
CCc1cccc(OCC(=O)Nc2cc(Cl)ccc2-n2cncn2)c1
 : 0 | 6 | -2 | -7 | -14 | 11 | -1.1 | -12
Fc1ccc(NC(=S)NCCc2ccc(Cl)cc2)cc1
 : 11 | 23* | -6 | -8 | 2 | 4 | 89* | -21
COc1cc(C2NC(=O)NC(C)=C2C(=O)OC(C)(C)C)ccc1OCC(N)=O (centres undefined)
 : -7 | 0 | 2 | -2 | -7 | -6 | 0.9 | 3
Cc1ccc(S(=O)(=O)N(C)C[C@H]2Oc3c(NC(=O)Nc4cccc5ccccc45)cccc3C(=O)N([C@@H](C)CO)C[C@@H]2C)cc1
 : 9 | 1 | -5 | -7 | 6 | 1 | 0.6 | 11
Cc1ccc(S(=O)(=O)N/N=C(\c2ccccc2)c2cccnc2)cc1
 : -2 | 1 | -2 | -6 | -4 | 2 | -1.0 | -6
O=C(NCCC(=O)N(Cc1ccco1)Cc1cccs1)c1ccccc1Cl
 : 0 | 0 | -1 | 2 | 3 | 5 | 0.5 | 0
CCN(CC)c1ccc(NC(=O)CN2C(=O)NC3(CCc4ccccc43)C2=O)cc1 (centres undefined)
 : -13 | 1 | -3 | -4 | -3 | 9 | 3.9 | -11
Cc1oc2c(CN3CCCC3)c(O)ccc2c(=O)c1Oc1ccccc1Br
 : 4 | -2 | 3 | 1 | -11 | -4 | -0.6 | 2
O=C1Nc2ccccc2C1Cc1ccccn1 (centres undefined)
 : -9 | -1 | -1 | -2 | -7 | 2 | -1.3 | 1
CC(C)(C)n1ncc2c(=O)n(CC(=O)NC3CCCCC3)cnc21
 : -6 | 0 | 6 | -1 | -2 | -16 | 8.8 | -7
Cc1[nH]c2ccccc2c1C1(O)C(=O)N(Cc2ccc3c(c2)OCO3)c2ccccc21 (centres undefined)
 : -12 | 0 | 2 | 0 | 1 | -5 | 1.3 | -23

No new results follow: entries from further up.
Values in the order: EBI2 block | NR3A LBD binder | APOBEC3A inh | APOBEC3G inh | CXCR6 inh | CCR6 antagonist | MPTP inh | Gli-Sufu antag
Fc1ccc(NC(=S)NCCc2ccc(Cl)cc2)cc1
 : 11 | 23* | -6 | -8 | 2 | 4 | 89* | -21
COc1cc(C2NC(=O)NC(C)=C2C(=O)OC(C)(C)C)ccc1OCC(N)=O (centres undefined)
 : -7 | 0 | 2 | -2 | -7 | -6 | 0.9 | 3
Cc1ccc(S(=O)(=O)N(C)C[C@H]2Oc3c(NC(=O)Nc4cccc5ccccc45)cccc3C(=O)N([C@@H](C)CO)C[C@@H]2C)cc1
 : 9 | 1 | -5 | -7 | 6 | 1 | 0.6 | 11
Cc1ccc(S(=O)(=O)N/N=C(\c2ccccc2)c2cccnc2)cc1
 : -2 | 1 | -2 | -6 | -4 | 2 | -1.0 | -6
O=C(NCCC(=O)N(Cc1ccco1)Cc1cccs1)c1ccccc1Cl
 : 0 | 0 | -1 | 2 | 3 | 5 | 0.5 | 0
CCN(CC)c1ccc(NC(=O)CN2C(=O)NC3(CCc4ccccc43)C2=O)cc1 (centres undefined)
 : -13 | 1 | -3 | -4 | -3 | 9 | 3.9 | -11
Cc1oc2c(CN3CCCC3)c(O)ccc2c(=O)c1Oc1ccccc1Br
 : 4 | -2 | 3 | 1 | -11 | -4 | -0.6 | 2
O=C1Nc2ccccc2C1Cc1ccccn1 (centres undefined)
 : -9 | -1 | -1 | -2 | -7 | 2 | -1.3 | 1
CC(C)(C)n1ncc2c(=O)n(CC(=O)NC3CCCCC3)cnc21
 : -6 | 0 | 6 | -1 | -2 | -16 | 8.8 | -7
Cc1[nH]c2ccccc2c1C1(O)C(=O)N(Cc2ccc3c(c2)OCO3)c2ccccc21 (centres undefined)
 : -12 | 0 | 2 | 0 | 1 | -5 | 1.3 | -23

(listing goes on)
Values in the order: EBI2 block | NR3A LBD binder | APOBEC3A inh | APOBEC3G inh | CXCR6 inh | CCR6 antagonist | MPTP inh | Gli-Sufu antag
O=C(Nc1nc(NC(=O)c2ccco2)n(-c2ccccc2)n1)c1ccccc1
 : -4 | 0 | -3 | -3 | -9 | 12 | 32 | 30
O=c1[nH][nH]c(-c2ccccc2O)c1C(C[N+](=O)[O-])c1ccccc1 (centres undefined)
 : -26 | -3 | 4 | -5 | 5 | 15 | 3.6 | 5
CCOc1ccc(NC(C)c2cc(Cl)ccc2O)cc1 (centres undefined)
 : 4 | -12 | -1 | 1 | -1 | 17 | 3.9 | 2
Nn1c(Cc2cccc3ccccc23)nnc1SCc1c(Cl)cccc1Cl
 : 17 | -2 | 4 | -5 | -4 | -8 | 6.5 | -4
CCCCNc1nc2c(-c3ccccc3)nnn2c2ccccc12
 : -4 | 0 | 2 | -3 | -9 | 9 | 2.1 | 1
O=C(c1ccccc1)c1nn(-c2cccc(Cl)c2)c2nc(-c3ccccc3)cc(=O)n12
 : -14 | -2 | 1 | -2 | 0 | 3 | -4.3 | -5
COC(=O)c1ccc(NC(=O)CSc2nn3c(=O)c(C)nnc3s2)cc1
 : 0 | -1 | -2 | 0 | 6 | 4 | -3.1 | -9
CN1CCN(NC(=O)/C=C/c2ccc(Br)cc2)CC1
 : 78* | -3 | -4 | -6 | 2 | 2 | 0.4 | -10
CC(C)(C)NC(=O)C(c1ccco1)N(Cc1ccc2c(c1)OCO2)C(=O)Cn1nnc2ccccc21 (centres undefined)
 : 11 | -17 | -6 | -10 | 2 | 15 | 0.8 | 14
CC(C)(C)C(=O)N1CCCC1C(=O)O (centres undefined)
 : -5 | 1 | -5 | -7 | -6 | -3 | -1.9 | -1
O=C(O)C1(P(=O)(c2ccc(Cl)cc2)c2ccc(Cl)cc2)CCCC1
 : -3 | -1 | 1 | -6 | -5 | -8 | 4.1 | 11
O=C(COc1ccc(Nc2ccccc2)cc1)Nc1ccncc1
 : -6 | 5 | -1 | -8 | -36 | -19 | 26 | 1
CCc1c(C)nc(SCCOc2ccc(OC(C)C)cc2)[nH]c1=O
 : -2 | 1 | -4 | -4 | -7 | -8 | 24 | -12
Cc1ccc(N2CCN(/N=C/c3sccc3C)CC2)cc1
 : -7 | -1 | -1 | -9 | 2 | 7 | 6.4 | -16
CN(Cc1ccccc1)C(=O)COc1ccc(C(C)(C)C)cc1
 : 15 | 0 | -2 | -10 | -1 | 18 | 0.7 | -13
C[C@@H]1CC=C[C@H]2[C@H]1C(=O)N(Cc1ccccc1)[C@H]2c1ccoc1
 : 0 | -1 | 4 | -6 | -2 | 16 | 0.1 | -1
CCC(Sc1nc2cc(OC)c(OC)cc2c(=O)n1CCc1ccc(S(N)(=O)=O)cc1)C(=O)NCCOC (centres undefined)
 : -1 | -2 | 2 | -3 | -1 | 11 | -1.9 | -1
CC(O)C(O)C(O)C(O)/C=N/NC(=O)c1ccccc1 (centres undefined)
 : 1 | -2 | 3 | 6 | -5 | 2 | 19 | 0
Cc1sc2ncnc(SCC(=O)N(C)C3CCS(=O)(=O)C3)c2c1C (centres undefined)
 : -3 | 1 | -16 | -3 | 3 | 1 | 2.0 | 13
NNC(=O)COc1ccc(C(F)(F)F)cc1
 : -3 | -1 | -1 | -1 | -15 | -18 | 3.0 | -10

Compound activity (PubChem BioAssay)
